KCNK9 block = KCNK9 potassium channel inhibitors, primary screen, HEK293 cells, thallium flux; hit rate 1.2% among 310,000; FluxOR thallium flux fluorescence; stronger effect = lower value; Potassium channel subfamily K member 9 (Homo sapiens), Q9NPC2; AID 488922, 2010; B-score at 10 µM;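 active = ratio B-score over 3 SD below the library mean, with starting fluorescence within 5 SD of its mean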;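 note: negative B-score means less thallium flux so channel inhibition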
Target sequence (Q9NPC2 whole entry, looked up): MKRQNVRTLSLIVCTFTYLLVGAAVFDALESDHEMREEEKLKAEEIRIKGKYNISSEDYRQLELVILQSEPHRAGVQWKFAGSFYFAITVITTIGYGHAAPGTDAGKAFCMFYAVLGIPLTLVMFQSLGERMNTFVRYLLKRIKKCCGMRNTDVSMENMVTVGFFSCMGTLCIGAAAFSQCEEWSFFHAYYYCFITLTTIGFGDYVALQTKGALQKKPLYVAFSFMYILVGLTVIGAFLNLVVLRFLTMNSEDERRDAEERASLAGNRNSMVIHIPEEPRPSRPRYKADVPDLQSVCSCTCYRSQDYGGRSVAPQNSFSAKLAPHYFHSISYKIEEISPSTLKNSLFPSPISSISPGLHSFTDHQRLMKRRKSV
TRPC4 act = activators of mouse TRPC4 channel, primary screen, Fluo4 calcium, HEK293 TRPC4beta/mu-opioid cells | Short transient receptor potential channel 4 (Mus musculus), Q9QUQ5 | Fluo4 calcium fluorescence; stronger effect = higher value | B-score at 10 µM | hit rate 0.49% among 310,000 | AID 2237, 2010;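 active = B-score above 5 SD of library B-scores, and initial fluorescence ratio not above library mean plus 5 SD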;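 note: positive B-score marks a calcium rise read as TRPC4 activation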
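system = HEK293 cells stably co-expressing mouse TRPC4beta and mu-opioid receptor | schedule = Fluo4 dye loading 45 min at room temperature, 110 s recording | measure = B-scored integrated calcium fluorescence ratio | signal = Fluo4 calcium-sensitive dye fluorescence, kinetic, 1 Hz baseline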
HDAC3 inhib = HDAC3 deacetylase inhibitors, primary screen, biochemical, fluorescence, cell-free homogeneous; inhibition, % at 8.3 µM; recombinant HDAC3, fluorogenic peptide/trypsin coupled; AID 2718, 2010; Histone deacetylase 3 (Homo sapiens), O15379; hit rate 0.15% among 320,000; in the data active = inhibition above about 26%, passing the limit was not always enough; inconclusive = no clear call, values can overlap the other calls
ANO1 activ = TMEM16A chloride channel activators or potentiators, primary screen, cell-based, HTS; Anoctamin-1 (Mus musculus), Q8BHY3; HEK293 TMEM16A/YFP-H148Q/I152L, iodide quench fluorescence; stronger effect = lower value; B-score at 10 µM; hit rate 0.3% among 340,000; AID 623877, 2012;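 active = fluorescence-ratio B-score plate-corrected deviation score at least 3 library SD below zero, with starting fluorescence score within 5 deviations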;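 note: channel opened by trigger with iodide after compound preincubation; score built on the fluorescence ratio of max minus min over baseline; more negative score means more quench and so TMEM16A activation or potentiation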
TRPC4 PAM = positive allosteric modulators of TRPC4, primary screen, cell-based, mouse TRPC4beta, HEK293 mu-opioid, Fluo-4 calcium. Short transient receptor potential channel 4 (Mus musculus), Q9QUQ5. B-score at 10 µM. AID 2227, 2009. DAMGO EC20, Fluo-4 Ca2+ flux; stronger effect = higher value. hit rate 0.42% among 310,000;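 active = B-score of calcium response area above 5 SD of library B-scores, with initial fluorescence ratio within 5 SD of library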;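 note: B-score of integrated fluorescence ratio over time as area under calcium response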
KCNQ1 pot = potentiators or activators of KCNQ1 channel, primary screen, cell-based, thallium flux, high-throughput | hit rate 0.35% among 310,000 | AID 2648, 2010 | Potassium voltage-gated channel subfamily KQT member 1 (Homo sapiens), P51787 | CHO-K1 KCNQ1, thallium flux FluxOR fluorescence; stronger effect = higher value | B-score at 10 µM;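 active = fluorescence ratio B-score, a plate-corrected score, at least three library SD, with initial intensity B-score within 5 SD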
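System: Stable KCNQ1 CHO-K1 line | Incubation: 90 min dye loading and 20 min compound exposure, both at room temperature | Measure: Ratio B score | Medium: Assay buffer for compound exposure, DMSO matched across wells | Compound dosing: Single-concentration screen | Probe or stimulus: K+/Tl+ depolarizing stimulus | Measured by: Kinetic FluxOR fluorescence, 10 s baseline plus 110 s post-stimulus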
TMEM16A inh = TMEM16A chloride channel inhibitors, primary screen, cell-based, HTS; HEK293 TMEM16A/YFP iodide influx fluorescence, ionomycin; Anoctamin-1 (Mus musculus), Q8BHY3; normalized B-score (activity score, 25-100; higher = stronger inhibition) at 10 µM; hit rate 1.2% among 310,000;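 active = ratio plate-corrected score three or more library SD toward inhibition, starting fluorescence score within five deviations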;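 note: score derived from kinetic fluorescence span divided by baseline fluorescence per well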
KCNK3 block = human KCNK3 channel inhibitors, primary screen, CHO cells, FluxOR thallium flux, B-score | B-score at 10 µM | FluxOR fluorescence; stronger effect = lower value | hit rate 0.84% among 340,000 | AID 602410, 2012 | Potassium channel subfamily K member 3 (Homo sapiens), O14649;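 active = B-score under library mean minus 4 SD, starting fluorescence ratio at most library mean plus 5 SD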;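 note: more negative B-score means stronger inhibition of thallium flux through KCNK3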
Target sequence (O14649 whole entry, looked up): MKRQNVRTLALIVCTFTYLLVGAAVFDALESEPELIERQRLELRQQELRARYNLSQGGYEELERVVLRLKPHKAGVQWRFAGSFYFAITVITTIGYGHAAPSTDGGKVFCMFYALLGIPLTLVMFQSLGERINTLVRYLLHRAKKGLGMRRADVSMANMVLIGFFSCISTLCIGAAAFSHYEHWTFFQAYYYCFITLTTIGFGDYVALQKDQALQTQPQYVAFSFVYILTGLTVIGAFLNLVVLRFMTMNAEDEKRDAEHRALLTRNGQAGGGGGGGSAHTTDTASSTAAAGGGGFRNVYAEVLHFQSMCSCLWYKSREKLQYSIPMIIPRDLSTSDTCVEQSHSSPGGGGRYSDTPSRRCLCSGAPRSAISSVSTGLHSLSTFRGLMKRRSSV
DYRK1A inh = rat Dyrk1A kinase inhibitors, primary screen, biochemical, single point, plate reader; Dual specificity tyrosine-phosphorylation-regulated kinase 1A (Rattus norvegicus), Q63470; ADP-Glo luminescence, NFATc1 peptide; inhibition, % at 12.5 µM; hit rate 0.43% among 310,000; AID 504441, 2011; in the data active = inhibition above about 50%;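 note: plate controls were vehicle with enzyme for no effect and no enzyme for full effect; many of its hits are not listed in these tables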
KCNQ1 block = inhibitors of human KCNQ1 channel, primary screen, cell-based, thallium flux, high-throughput; Potassium voltage-gated channel subfamily KQT member 1 (Homo sapiens), P51787; CHO-K1 KCNQ1, FluxOR thallium flux fluorescence; stronger effect = higher value; B-score at 10 µM; hit rate 1.3% among 310,000; AID 2642, 2010;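 active = compounds whose thallium flux B-score, printed positive for inhibition, exceeds three library SD while starting fluorescence stays within three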;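 note: channel opened by potassium depolarization with thallium stimulus after 20 min compound exposure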
hERG protect = hERG rescue from dofetilide block, primary screen, cell-based, CHO-hERG, FluxOR thallium flux, dofetilide IC70; dofetilide IC70 present; activation (rescue from dofetilide block), less the hit threshold, % at 10 µM; hit rate 0.51% among 310,000; Voltage-gated inwardly rectifying potassium channel KCNH2 (Homo sapiens), Q12809;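 active = activation above the mean of controls blocked by dofetilide plus 5 SD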;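 note: thallium influx through hERG after potassium depolarization seen as dye fluorescence rise; in these data hits start at about 4.7%; inactives centre near -7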
* = called active by the depositor; i = inactive; ? = inconclusive; / = no result given. This is a subset; count on the stated rates, not on these rows.

SMILES	KCNK9 block	TRPC4 act	HDAC3 inhib	ANO1 activ	TRPC4 PAM	KCNQ1 pot	TMEM16A inh	KCNK3 block	DYRK1A inh	KCNQ1 block	hERG protect
CC(CCc1ccccc1)NC(=O)COC(=O)c1ccc([N+](=O)[O-])cc1 (stereo not given)	i	i	-6.9	i	i	i	i	i	-3.7	i	-6.3
Cc1cc(C)cc(NC(=S)NCC2CCCO2)c1 (stereo not given)	i	i	4.9	i	i	i	i	i	-8.2	i	-8.2
O=C(NNc1cccc(Cl)n1)C1CC1	i	i	15.1	i	i	i	i	i	-2.0	i	-0.3
CCOC(=O)C1=C(N)N2C(=O)CSC2=C(C(=O)OC)C1	i	i	4.1	i	i	i	i	i	0.1	i	-6.1
Cc1cc(NC(=O)c2ccccc2F)n(C(C)(C)C)n1	i	i	-3.2	i	i	i	i	i	/	i	-6.0
Cc1cccc(S(=O)(=O)c2c(N)n(/N=C/c3ccco3)c3nc4ccccc4nc23)c1	i	i	-9.1	i	i	i	i	i	6.3	i	-13.6
O=C1CCCN1CCC12CC3CC(CC(C3)C1)C2	i	i	1.5	i	i	i	i	i	11.9	i	-6.3
Cc1ncc(CN2CCN(CCc3ccccc3)C(CCO)C2)s1 (stereo not given)	i	i	-8.9	i	i	i	i	i	3.7	i	-13.6
Cc1ccc(S(=O)(=O)CCC(=O)NCCN2C(=O)S/C(=C/c3ccc(F)cc3)C2=O)cc1	i	i	4.9	i	i	i	i	i	0.3	i	-8.5
O=C(N/N=C/c1ccc2c(c1)OCCO2)c1ccncc1	i	i	10.6	i	i	i	i	i	-4.8	i	-5.7
N#Cc1nc(COc2cccc(Cl)c2)oc1N1CCCC1	i	i	9.2	i	i	i	i	i	-2.9	i	-11.4
CSc1nc2ccccc2cc1/C=C(\C#N)c1cccc(C)c1	i	i	-4.0	i	i	i	i	i	-2.5	i	-7.4
COc1cccc(CNC(=O)Cn2c(=O)oc3ccccc32)c1OC	i	i	-0.1	i	i	i	i	i	-1.1	i	-8.7
O=C(CC(Cc1ccccc1)C(=O)O)Nc1ccc(F)cc1 (stereo not given)	i	i	-1.3	i	i	i	i	i	4.6	i	-9.7
CN(Cc1ccccc1)c1nc2c(c(=O)[nH]c(=O)n2C)n1CCSc1nc2ccccc2[nH]1	i	i	10.8	i	i	i	i	i	0.0	i	-6.5
CCc1ccc2nc(N(CCCN(C)C)C(=O)c3ccc(C(=O)c4ccccc4)cc3)sc2c1	i	i	8.6	i	i	i	i	i	-3.3	i	-33.4
Cc1c(NC(=O)C2(c3ccc(Cl)cc3)CCCC2)c(=O)n(-c2ccccc2)n1C	i	i	2.4	i	i	i	i	i	-6.5	i	-14.1
Cc1c(C(=O)NCc2c(F)cc(F)cc2F)oc2ccc(S(=O)(=O)N3CCOCC3)cc12	i	i	-6.5	i	i	i	i	i	-6.4	i	-5.3
CCOC(=O)CSC1=Nc2ccccc2C2=NC(CC(=O)NCc3ccc4c(c3)OCO4)C(=O)N12 (stereo not given)	/	/	-7.9	i	/	/	i	i	6.0	/	/
Fc1ccc(-n2nnc(-c3ncc[nH]3)n2)cc1	i	i	-7.4	/	i	i	i	/	/	i	-4.0
CCOC(=O)C1C2C=CC3(CN(c4ccccc4CC)C(=O)C13)O2 (stereo not given)	i	i	1.2	i	i	i	i	i	1.3	i	-10.4
Nc1c(C(=O)c2cccs2)sc2nsc(SCCN3CCCCC3)c12	i	i	0.2	i	i	i	i	i	6.3	i	-9.9
O=C(CN(Cc1ccc(F)cc1)C(=O)CCC(=O)Nc1nccs1)NCc1ccc(F)cc1	i	i	-4.9	i	i	i	i	i	-4.7	i	-13.6
O=Cc1ccc(-c2cccc(C(=O)O)c2)o1	i	i	5.2	i	i	i	i	i	6.4	i	-5.6
Cc1ccc2nsnc2c1S(=O)(=O)N1CCN(C)CC1	i	i	2.8	i	i	i	i	i	-6.0	i	-0.7
Cc1cccc2nc(CSc3nc4ccc([N+](=O)[O-])cc4[nH]3)c(Br)n12	i	i	14.4	i	i	i	i	i	5.0	i	-10.3
NC(=O)c1cnn(-c2cccc(Cl)c2)c1N	i	i	3.1	i	i	i	i	i	-3.5	i	0.3
Cc1ccccc1-n1c(=O)c2ccccc2n2cnnc12	i	i	1.6	i	i	i	i	i	-4.1	i	-4.7
CCOc1ccc(C(=O)Nc2cc(=O)n(C)c(=O)n2C)cc1	i	i	-0.6	i	i	i	i	i	1.6	i	-10.1
CCN(CC)C(=O)c1[nH]cnc1C(=O)N[C@@H](CCCCNC(=O)OC(C)(C)C)C(=O)OC(C)(C)C	i	i	-2.4	i	i	i	i	i	7.5	i	-1.8

Molecules from the list above that have a cyano group, in the order listed:
SMILES	KCNK9 block	TRPC4 act	HDAC3 inhib	ANO1 activ	TRPC4 PAM	KCNQ1 pot	TMEM16A inh	KCNK3 block	DYRK1A inh	KCNQ1 block	hERG protect
N#Cc1nc(COc2cccc(Cl)c2)oc1N1CCCC1	i	i	9.2	i	i	i	i	i	-2.9	i	-11.4
CSc1nc2ccccc2cc1/C=C(\C#N)c1cccc(C)c1	i	i	-4.0	i	i	i	i	i	-2.5	i	-7.4

Going on with the list:
SMILES	KCNK9 block	TRPC4 act	HDAC3 inhib	ANO1 activ	TRPC4 PAM	KCNQ1 pot	TMEM16A inh	KCNK3 block	DYRK1A inh	KCNQ1 block	hERG protect
COc1cccc2cc(C(=O)Oc3ccccc3)c(=O)oc12	i	i	7.2	i	i	i	i	i	1.9	i	-9.6
CC(=O)N1CCC2(CC1)CC(=O)c1cc(OCC(=O)N3CCOCC3)ccc1O2	i	i	-25.9	i	i	i	i	i	3.6	i	-12.1
Cc1cccc(N2CCN(S(=O)(=O)c3cccc4nonc34)CC2C)c1 (stereo not given)	i	i	2.8	i	i	i	i	i	-1.5	i	-11.6
COc1ccc(C2C(C(=O)NCc3ccccc3)=C(C)Nc3ncnn32)cc1OC (stereo not given)	i	i	-2.0	i	i	i	i	i	-5.3	i	-4.3
C=CCN(CC=C)C(=O)COC(=O)c1ccc(Sc2ncn[nH]2)c([N+](=O)[O-])c1	i	i	-9.5	i	i	i	i	i	/	i	-4.7
CCn1nnc(NC(=O)c2sc3ccccc3c2Cl)n1	i	i	-4.2	i	i	i	i	i	9.0	i	-10.2
CCOc1ccc(/C=N/NC(=O)Cc2csc(Nc3cccc(C(F)(F)F)c3)n2)c(OCC)c1	i	i	35.9*	i	i	i	i	i	-1.4	i	-5.2
CCN(CC)CCNC(=O)c1cc2c(=O)n(C)c3ccccc3c2n1C	i	i	-14.9	i	i	i	i	i	58.4*	i	-14.6
COC(=O)c1ccc(=O)n(-c2ccc(OC)cc2)c1	i	i	1.2	i	i	i	i	i	2.7	i	-2.8
COC(=O)c1ccc(-n2nnnc2SCC(=O)Nc2ccccc2F)cc1	i	i	-0.6	i	i	i	i	i	-5.5	i	-15.9
O=c1c(-c2ccco2)[n+]([O-])c2ccccc2n1OCc1ccccc1[N+](=O)[O-]	i	i	7.1	i	i	i	i	i	-3.9	i	-12.8
CCn1ncc([N+](=O)[O-])c1C(=O)Nc1ccc(C)c(C)c1	i	i	-3.7	i	i	i	i	i	/	i	-1.8
COc1ccc(NC(=O)CN(C)C(=O)c2ccc(=O)[nH]c2)cc1	i	i	-0.4	i	i	i	i	i	0.1	i	-8.4
COc1cc2c(cc1OC)C(C(=O)N1CCCC1)C(c1ccccc1F)N(C)C2=O (stereo not given)	i	i	-0.8	i	i	i	i	i	-0.6	i	-12.4
CCn1cc(CN2CCN(Cc3ccc(OC)c(C)c3C)C(CCO)C2)c(C)n1 (stereo not given)	i	i	2.3	i	i	i	i	i	-3.1	i	-6.7
CCCc1[nH]nc2c1C(c1ccc(OC(=O)c3ccco3)cc1)C(C#N)=C(N)O2 (stereo not given)	i	i	?	i	i	i	i	i	-3.3	i	-10.6
Cc1cccc(C(=O)Nc2sc(-c3ccccc3)cc2C(=O)O)c1	i	i	-3.5	i	i	i	25*	i	6.7	i	-22.5
CCCN(CC(=O)Nc1ccc(F)c(F)c1F)C(=O)CCc1nc2ccccc2c(=O)[nH]1	i	i	-2.9	i	i	i	i	i	-5.6	i	-4.4
CN(C)c1ccc(/C=C/C#N)cc1	i	i	-5.5	i	i	i	i	i	7.2	i	-4.7

2 consecutive records from above, quoted:
SMILES	KCNK9 block	TRPC4 act	HDAC3 inhib	ANO1 activ	TRPC4 PAM	KCNQ1 pot	TMEM16A inh	KCNK3 block	DYRK1A inh	KCNQ1 block	hERG protect
O=c1c(-c2ccco2)[n+]([O-])c2ccccc2n1OCc1ccccc1[N+](=O)[O-]	i	i	7.1	i	i	i	i	i	-3.9	i	-12.8
CCn1ncc([N+](=O)[O-])c1C(=O)Nc1ccc(C)c(C)c1	i	i	-3.7	i	i	i	i	i	/	i	-1.8

Bioassay records from PubChem.
